MCF10A rerep = A quantitative high throughput screen for small molecules that induce DNA re-replication in MCF 10a normal breast cells; 350,000 compounds, 2.9% hits; MCF 10A DNA re-replication, Hoechst nuclear intensity, 48 h; Potency, µM (titrated, usually from 46.1 µM), inactives show at the highest dose activity, positive = re-replication, actives largely listed as activators; AID 624296, 2012; further: potency means the concentration at half of the fitted maximal effect; % of control where 0% means no effect; nearly all actives have a fitted effect of over 50% in size
A549 viability = Nrf2 qHTS screen for inhibitors: counterscreen for cytotoxicity; Potency, µM (series often up to 46 µM), for inactives: at the top dose activity change, negative = cytotoxicity, most hits filed as inhibitors; 390,000 compounds, 0.16% hits; A549 ARE-Fluc cells, CellTiter-Fluor viability, 18-24 h; further: potency means the concentration at half of the fitted maximal effect; on the % scale 0 is the no-effect control and ±100 the full control effect
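A549 ARE-Fluc cells in 5% FBS OPTI-MEM, 5000 cells/well, rested 2 h then exposed to compounds in concentration-response for 18-24 h at 37 °C. Viability by CellTiter-Fluor fluorescence (Ex 405/Em 525) after 30 min; luciferase luminescence (BugLite, 15 min, RT) read afterwards.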
TGFb SMAD3 inh = qHTS for Inhibitors of TGF-b; HepG2 CAGA-GFP TGF-b/SMAD3 reporter, GFP fluorescence, 18 h; TGF-beta stimulated, 500 pg/mL final; Potency, µM (doses to about 46.1 µM), inactives show top-dose activity, negative = inhibition, hits mostly inhibitors; 410,000 compounds, 1.2% hits; further: potency means the concentration at half of the fitted maximal effect; on the % scale 0 is the no-effect control and ±100 the full control effect; nearly all actives have a fitted effect of over 65% in size
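Inhibition was scored as loss of TGF-beta-induced (500 pg/mL final, 18 hours, 37 degrees C) GFP in HEPG2 cells carrying a CAGA-GFP reporter, in DMEM with 1% FBS. Well GFP was summed per cell; Activity was normalised to unstimulated and stimulated DMSO wells, then concentration-response fitting.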
Nrf2 activator = qHTS of Nrf2 Activators; AREc32 ARE-luciferase reporter (MCF7-derived line), luminescence, 24 h; Potency, µM (titrated, usually from 46.1 µM), for the others: at the highest dose activation, hits mostly activators; 410,000 compounds, 0.31% hits; further: potency means the concentration at half of the fitted maximal effect; % of control where 0% means no effect; nearly all actives have a fitted effect of over 65% in size
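Luminescent ARE reporter assay in AREc32_Fluc cells: overnight plating at 37 deg C, 24 hr compound incubation, Steady-Glo added, 30 min RT before reading.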
ATXN2 expr inh = Primary qHTS for Inhibitors of ATXN expression; HEK-293 ATXN2-luciferase reporter, luminescence, 24 h; Potency, µM (top dose mostly 57 µM), for inactives: at the highest dose activity change, negative = inhibition, usual class: inhibitors; 360,000 compounds, 0.72% hits; AID 1745845, 2022; further: potency means the concentration at half of the fitted maximal effect; on the % scale 0 is the no-effect control and ±100 the full control effect; nearly all actives have a fitted effect of over 55% in size
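ATXN2-luciferase reporter cells (luciferase flanked by upstream and downstream ATXN2 gene portions) were treated 24 h at 37 °C with compounds at up to 57 uM. SteadyGlo luminescence gave expression; GF-AFC fluorescence gave viability.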
IL-1B inflam inh = qHTS for Inhibitors of Inflammasome Signaling: IL-1-beta AlphaLISA Primary Screen | THP-1 LPS/ATP IL-1B secretion, AlphaLISA, 16 h; stronger effect = lower value | 360,000 compounds, 4.7% hits | activity change, % at 57.5 µM; in the data active means activity change below about -50%; inconclusive means mostly about -30% to -49%; further: on the % scale 0 is the no-effect control and ±100 the full control effect
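THP-1 cells pretreated 1 hr with compounds (up to 57.5 uM final), then stimulated with LPS (250 ng/mL final) plus ATP (1.25 mM final); secreted IL-1B measured by AlphaLISA after 16 hr, decreased signal indicating inhibition.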
ATXN viability = Viability Counterscreen for Primary qHTS for Inhibitors of ATXN expression; S2 cells (HEK-293 line with an ATXN2-luciferase reporter) viability, CellTiter-Fluor protease fluorescence, 24 h; Potency, µM (titrated, usually from 56.7 µM), actives largely listed as cytotoxic; 400,000 compounds, 0.49% hits; AID 651635, 2014; further: potency means the concentration at half of the fitted maximal effect; nearly all actives have a fitted effect of over 40% in size
HepG2 tox = qHTS for Inhibitors of TGF-b: Cytotox Counterscreen; HepG2 CAGA-GFP viability, ATP luminescence, 18 h; Potency, µM (doses to about 46.1 µM), for the others: at the top dose activity change, negative = cytotoxicity, most hits filed as cytotoxic; 410,000 compounds, 0.76% hits; AID 588856, 2011; further: potency means the concentration at half of the fitted maximal effect; some results filed as inactive show a strong effect at the top dose
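CellTiter-Glo luminescence gave cytotoxicity after 18 hours at 37 degrees C. The cells were HepG2 CAGA-GFP in 1% FBS DMEM, stimulated with 500 pg/mL TGF-beta after compound addition. %Activity was normalised to no-cell wells (complete cell-killing) and DMSO (no toxicity), and curves were fitted and classified.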
Nrf2 block = Nrf2 qHTS screen for inhibitors. A549 ARE-Fluc reporter, luciferase luminescence, 18-24 h. Potency, µM (series often up to 46 µM), for inactives: top-dose activity change, negative = inhibition, usual class: inhibitors. 360,000 compounds, 2.1% hits. AID 504444, 2011; further: potency means the concentration at half of the fitted maximal effect; on the % scale 0 is the no-effect control and ±100 the full control effect; nearly all actives have a fitted effect of over 60% in size
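A549 ARE_Fluc cells (5000/well, 5% FBS OPTI-MEM) pre-incubated 2 h, then treated with compounds 18-24 h at 37C/5% CO2 in concentration-response. CellTiter-Fluor viability read first; BugLite luciferase luminescence after 15 min at room temperature gives Nrf2 activity.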
* = called active by the depositor; i = inactive; ? = inconclusive; . = not tested or not shown; [ ] = another dose, or the depositor's remark. Unless noted, the call rests on the fitted dose curve; in most records, active means well fitted curve in the direction sought with a large enough effect; inconclusive means small, poorly fitted or top-dose-only effect, or another doubt; inactive means no such curve, though single readings can be large; an effect the other way counts as inactive or inconclusive.

SMILES,MCF10A rerep,A549 viability,TGFb SMAD3 inh,Nrf2 activator,ATXN2 expr inh,IL-1B inflam inh,ATXN viability,HepG2 tox,Nrf2 block
N=c1oc2ccc(Br)cc2cc1C(=O)NCc1ccccc1,-2%,4%,-8%,2.1%,-16%,0,i,-2%,10%
COc1cc2cc(C(=O)N/N=C/c3ccccc3Cl)[nH]c2cc1OC,?,-13%,0%,-0.2%,?,-58*,i,-1%,?
COc1ccc(N2CCN(C(=O)Cc3noc4ccc(C)cc34)CC2)cc1,.,-5%,-7%,-0.3%,-3%,.,i,-9%,?
CC12CCC(C/C1=N\N=C1\NC(=O)/C(=C\c3ccc(Cl)cc3)S1)C2(C)C (stereo not given),5.2µM*,?,0%,2.3%,5%,-57*,i,-6%,?
Cn1cnc2c(oc3ccccc32)c1=O,3%,8%,10%,0.0%,-5%,-18,i,19%,0%
COc1ccc(C(=O)Nc2nc(-c3nnn(-c4cc(OC)ccc4OC)c3C)ns2)cc1,.,3%,-18%,5.7%,-13%,.,i,3%,0%
O=C(Nc1nncs1)C(Sc1ccccc1)c1ccccc1 (stereo not given),-55%[inhibitor],-9%,?,0.3%,-9%,40,?,0%,-11%
C/C(Cn1nc([N+](=O)[O-])cc1C)=N\NC(=O)COc1ccccc1[N+](=O)[O-],6%,0%,0%,0.2%,-8%,10,i,-4%,12%
CN(CC(=O)Nc1cccc(F)c1)C(=O)/C=C/c1ccc2ccccc2n1,-2%,0%,?,0.2%,2%,-51*,i,-17%,-11%
COc1ccc(C2(Nc3cccc(F)c3)C(=O)c3ccccc3C2=O)cc1,.,0%,-12%,0.2%,8%,.,i,-10%,1%
O=C(O)CC1COc2ccccc2N1S(=O)(=O)c1ccc(Br)cc1 (stereo not given),13%,-11%,3%,-0.4%,-6%,13,i,-6%,-8%
COc1ccc(Cn2cc(CN3CC(N4CCN(C)CC4)CS3(=O)=O)nn2)cc1 (stereo not given),.,.,.,4.2%,16%,13,i,.,.
CCOC(=O)C1=C(C)N(C)C(=S)NC1c1cc(OC)ccc1OC (stereo not given),3%,-2%,-4%,-0.7%,24%,-6,i,-6%,?
COC(=O)Cc1ccc(NC(=O)c2cccs2)cc1,-1%,-3%,0%,0.4%,36%[activator],13,i,-5%,?
COC(=O)c1ccc(COC(=O)c2c(C)nn(Cc3ccccc3Cl)c2Cl)o1,1%,0%,-4%,0.3%,-12%,21,i,-2%,10%
CCCCCCC(=O)Nc1cc2c(C)cc(=O)oc2cc1C,-3%,-18%,1%,2.0%,-14%,18,i,-28%,-17%
COc1ccc(CN2CCC(n3nccc3NC(=O)CCCc3ccccc3)CC2)cc1C,?,-22%,?,2.6%,-24%,-65*,i,-45%,?
COc1ccc2oc(C(=O)OCc3c(C)noc3C)c(C)c2c1,7%,?,1%,5.1%,-15%[11.3 µM],-107*,i,-6%,-24%
O=C(Nc1ccc(N2CCCCC2)cc1)c1ccc2ccccc2n1,?,0%,?,12%,22%,-27,?,-19%,?
Cc1ccc(CN2CCC(C(=O)c3ccc(F)cc3)CC2)cc1,.,.,-2%,-1.3%,.,?,i,-17%,.
COc1ccc(N2CCN(C(=O)C3(S(=O)(=O)c4ccc(C)cc4)CC3)CC2)cc1,4%,0%,-4%,0.1%,-17%,3,i,0%,5%
CCn1c(=O)n(CC)c2cc(N3CCCC3)c(NC(=O)c3ccc(F)cc3)cc21,-20%,-10%,7%,1.9%,-14%,49,?,9%,-28%
COCCN(C(=S)Nc1ccccc1C)C(C)c1cccnc1 (stereo not given),1%,11%,4%,0.5%,-2%,35,i,0%,-6%
Cc1ccc(CNC(=O)C2CCCN(S(=O)(=O)c3cnc[nH]3)C2)cc1 (stereo not given),-3%,3%,-6%,0.3%,-4%,21,i,0%,-13%
CN(C(=O)CSc1nncn1C)C1CCCN(Cc2ccccc2F)C1 (stereo not given),-14%,2%,0%,-0.6%,1%,-1,i,3%,12%
O=C(N/N=C/C1CC2CCC1C2)c1c[nH]c2ccccc12 (stereo not given),12%,4%,-14%,-0.2%,4%,18,i,-25%,?
Cc1ccc(-c2c(C)n([O-])c3c([n+]2=O)CCCC3)cc1,-1%,2%,?,-0.9%,-8%,26,i,-8%,-10%
COc1ccc(C(=O)Nc2cccc(S(C)(=O)=O)c2)cc1OC,0%,1%,-18%,0.0%,?,32,i,-2%,4%

Ordered by the number under Nrf2 activator (low to high): 4 of the compounds above.
canonical_smiles | Nrf2 activator
O=C(N/N=C/C1CC2CCC1C2)c1c[nH]c2ccccc12 (stereo not given) | -0.2%
COc1ccc(C2(Nc3cccc(F)c3)C(=O)c3ccccc3C2=O)cc1 | 0.2%
CC12CCC(C/C1=N\N=C1\NC(=O)/C(=C\c3ccc(Cl)cc3)S1)C2(C)C (stereo not given) | 2.3%
COc1ccc(CN2CCC(n3nccc3NC(=O)CCCc3ccccc3)CC2)cc1C | 2.6%

Among those listed so far, 3 contain a Cl atom:
SMILES,MCF10A rerep,A549 viability,TGFb SMAD3 inh,Nrf2 activator,ATXN2 expr inh,IL-1B inflam inh,ATXN viability,HepG2 tox,Nrf2 block
COc1cc2cc(C(=O)N/N=C/c3ccccc3Cl)[nH]c2cc1OC,?,-13%,0%,-0.2%,?,-58*,i,-1%,?
CC12CCC(C/C1=N\N=C1\NC(=O)/C(=C\c3ccc(Cl)cc3)S1)C2(C)C (stereo not given),5.2µM*,?,0%,2.3%,5%,-57*,i,-6%,?
COC(=O)c1ccc(COC(=O)c2c(C)nn(Cc3ccccc3Cl)c2Cl)o1,1%,0%,-4%,0.3%,-12%,21,i,-2%,10%

Screening data: PubChem, National Center for Advancing Translational Sciences (NCATS)
